Assay outcomes from PubChem.
KCNK9 block = KCNK9 potassium channel inhibitors, primary screen, HEK293 cells, thallium flux. FluxOR thallium flux fluorescence; stronger effect = lower value. B-score at 10 µM. 310,000 compounds, 1.2% hits;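 active = ratio B-score over 3 SD below the library mean, with starting fluorescence within 5 SD of its mean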;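 note: negative B-score means less thallium flux so channel inhibition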
SKKanGAS inh = S. pyogenes SKKanGAS growth inhibitors in kanamycin, primary screen, streptokinase expression inhibitor project, SKKanGAS strain, BacTiter-Glo luminescence; 300,000 compounds, 1.3% hits; inhibition, % at 7.5 µM; 6 h;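 active = mean replicate score, as percent of positive control median, at least 50; inconclusive = mean below 50 but one replicate at or above 50; inactive = mean and every replicate below 50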;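 note: strain carries kanamycin resistance gene driven by streptokinase promoter and grows in 40 µg/ml kanamycin; loss of luminescence reflects streptokinase promoter inhibition or plain growth inhibition; 0% = median of DMSO wells and 100% = positive control at its reference dose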
HDAC3 inhib = HDAC3 deacetylase inhibitors, primary screen, biochemical, fluorescence, cell-free homogeneous; Histone deacetylase 3 (Homo sapiens), O15379; recombinant HDAC3, fluorogenic peptide/trypsin coupled; inhibition, % at 8.3 µM; 320,000 compounds, 0.15% hits; AID 2718, 2010; in the data active = inhibition above about 26%, passing the limit was not always enough; inconclusive = no clear call, values can overlap the other calls
KCNQ1 act = potentiators or activators of KCNQ1 channel, primary screen, cell-based, thallium flux, high-throughput; B-score at 10 µM; CHO-K1 KCNQ1, thallium flux FluxOR fluorescence; stronger effect = higher value; Potassium voltage-gated channel subfamily KQT member 1 (Homo sapiens), P51787; 310,000 compounds, 0.35% hits;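 active = fluorescence ratio B-score, a plate-corrected score, at least three library SD, with initial intensity B-score within 5 SD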
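Assay system: CHO-K1 cells stably expressing KCNQ1. Medium: assay buffer for compound exposure, DMSO matched across wells. Timing: 37 °C overnight plating, 90-min dark dye load, 20-min compound pretreatment. Signal: kinetic FluxOR fluorescence, 10 s baseline plus 110 s post-stimulus.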
ANO1 activ = TMEM16A chloride channel activators or potentiators, primary screen, cell-based, HTS; 340,000 compounds, 0.3% hits; HEK293 TMEM16A/YFP-H148Q/I152L, iodide quench fluorescence; stronger effect = lower value; Anoctamin-1 (Mus musculus), Q8BHY3; B-score at 10 µM;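 active = fluorescence-ratio B-score plate-corrected deviation score at least 3 library SD below zero, with starting fluorescence score within 5 deviations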;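 note: channel opened by trigger with iodide after compound preincubation; score built on the fluorescence ratio of max minus min over baseline; more negative score means more quench and so TMEM16A activation or potentiation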
Target sequence (Q8BHY3 whole entry, looked up): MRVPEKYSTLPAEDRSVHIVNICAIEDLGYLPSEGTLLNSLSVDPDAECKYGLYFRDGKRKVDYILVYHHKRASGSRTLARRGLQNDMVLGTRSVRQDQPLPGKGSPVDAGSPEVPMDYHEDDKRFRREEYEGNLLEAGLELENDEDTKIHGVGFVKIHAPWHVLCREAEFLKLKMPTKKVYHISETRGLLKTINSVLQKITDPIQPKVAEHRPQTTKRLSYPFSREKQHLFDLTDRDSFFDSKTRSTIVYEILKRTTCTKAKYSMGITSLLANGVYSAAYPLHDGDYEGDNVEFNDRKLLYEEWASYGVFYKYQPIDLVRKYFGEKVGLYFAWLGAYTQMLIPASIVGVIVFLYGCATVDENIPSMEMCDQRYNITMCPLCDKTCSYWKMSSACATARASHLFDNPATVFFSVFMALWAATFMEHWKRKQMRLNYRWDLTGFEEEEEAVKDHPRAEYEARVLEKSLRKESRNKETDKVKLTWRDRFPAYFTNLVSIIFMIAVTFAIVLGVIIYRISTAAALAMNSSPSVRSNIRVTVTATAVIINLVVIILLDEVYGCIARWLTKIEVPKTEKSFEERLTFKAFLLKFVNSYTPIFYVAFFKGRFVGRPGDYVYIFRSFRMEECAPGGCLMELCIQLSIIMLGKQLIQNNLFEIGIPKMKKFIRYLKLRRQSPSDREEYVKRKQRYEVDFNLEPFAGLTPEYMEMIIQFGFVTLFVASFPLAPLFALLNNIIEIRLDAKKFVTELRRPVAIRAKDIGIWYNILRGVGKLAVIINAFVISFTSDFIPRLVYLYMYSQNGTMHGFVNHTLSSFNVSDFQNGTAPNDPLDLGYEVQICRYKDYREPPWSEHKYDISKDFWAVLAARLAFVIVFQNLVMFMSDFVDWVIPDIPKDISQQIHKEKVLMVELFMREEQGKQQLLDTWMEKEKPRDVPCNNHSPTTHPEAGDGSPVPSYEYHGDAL
RGS4 block = RGS4 inhibitors, primary screen, cell-based, HEK293 M3R inducible RGS4, calcium flux; Regulator of G-protein signaling 4 (Homo sapiens), P49798; Fluo-4 calcium flux; stronger effect = higher value; triggered by carbachol at its EC20; B-score at 10 µM; 310,000 compounds, 0.45% hits; AID 463165, 2010;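 active = B-score, a plate-corrected calcium signal, over three deviations above library mean, with baseline fluorescence within five deviations of library mean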;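 note: RGS4 expression induced by doxycycline in cells with stable M3 receptor; B-score is computed from the integrated fluorescence ratio over baseline after carbachol; higher B-score means a larger calcium signal and so more RGS4 inhibition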
hERG rescue = hERG rescue from dofetilide block, primary screen, cell-based, CHO-hERG, FluxOR thallium flux, dofetilide IC70; 310,000 compounds, 0.51% hits; AID 1511, 2009; dofetilide IC70 present; activation (rescue from dofetilide block), less the hit threshold, % at 10 µM; Voltage-gated inwardly rectifying potassium channel KCNH2 (Homo sapiens), Q12809;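 active = activation above the mean of controls blocked by dofetilide plus 5 SD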;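 note: thallium influx through hERG after potassium depolarization seen as dye fluorescence rise; in these data hits start at about 4.7%; inactives centre near -7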
TMEM16A inh = TMEM16A chloride channel inhibitors, primary screen, cell-based, HTS. HEK293 TMEM16A/YFP iodide influx fluorescence, ionomycin. Anoctamin-1 (Mus musculus), Q8BHY3. AID 588511, 2011. 310,000 compounds, 1.2% hits. normalized B-score (activity score, 25-100; higher = stronger inhibition) at 10 µM;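 active = ratio plate-corrected score three or more library SD toward inhibition, starting fluorescence score within five deviations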;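 note: score derived from kinetic fluorescence span divided by baseline fluorescence per well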
RGS4 pot = RGS4 potentiators or activators, primary screen, cell-based, HEK293 M3R inducible RGS4, calcium flux. 310,000 compounds, 0.92% hits. B-score at 10 µM. carbachol calcium flux Fluo4; stronger effect = lower value. AID 463111, 2010;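 active = B-score of the integrated calcium signal more than 4 SD below the library mean, with starting fluorescence not abnormally high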;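 note: negative B-score means reduced calcium response which marks RGS4 activation or potentiation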
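System – HEK293 FlpIn-TREx cells, stable M3R, doxycycline-inducible RGS4 · Reagent – ECmax carbachol challenge · Times – compound preincubation 20 min at room temperature before agonist · Technique – Fluo4 fluorescence kinetic imaging of calcium · Measure – B score of integrated Fluo4 ratio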
KCNQ1 block = inhibitors of human KCNQ1 channel, primary screen, cell-based, thallium flux, high-throughput. B-score at 10 µM. Potassium voltage-gated channel subfamily KQT member 1 (Homo sapiens), P51787. 310,000 compounds, 1.3% hits. CHO-K1 KCNQ1, FluxOR thallium flux fluorescence; stronger effect = higher value;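 active = compounds whose thallium flux B-score, printed positive for inhibition, exceeds three library SD while starting fluorescence stays within three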;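 note: channel opened by potassium depolarization with thallium stimulus after 20 min compound exposure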
KCNK3 block = human KCNK3 channel inhibitors, primary screen, CHO cells, FluxOR thallium flux, B-score. 340,000 compounds, 0.84% hits. Potassium channel subfamily K member 3 (Homo sapiens), O14649. FluxOR fluorescence; stronger effect = lower value. B-score at 10 µM;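 active = B-score under library mean minus 4 SD, starting fluorescence ratio at most library mean plus 5 SD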;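 note: more negative B-score means stronger inhibition of thallium flux through KCNK3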
* hit, by the source's call; i = inactive; ? = inconclusive; . = no result given.

SMILES | KCNK9 block | SKKanGAS inh | HDAC3 inhib | KCNQ1 act | ANO1 activ | RGS4 block | hERG rescue | TMEM16A inh | RGS4 pot | KCNQ1 block | KCNK3 block
O=C(O)c1ccccc1SC1CC(=O)N(c2ccc3c(c2)OCO3)C1=O (stereo not drawn) | i | -5 | -1 | i | i | i | -14 | i | i | i | i
CCOC(=O)C1CCN(S(=O)(=O)c2cn(C)cn2)CC1 | i | -4 | 0 | i | i | i | -3 | i | i | i | i
O=C(CN1CCC(NC(=O)c2ccc(Br)cc2)CC1)NCc1cccs1 | i | -8 | -19 | i | i | i | -5 | i | i | i | i
COc1cc(-c2nc3cnccn3c2Nc2ccc(C)cc2)ccc1O | i | 2 | 2 | i | i | i | -7 | i | i | i | i
COc1ccc(C(=O)Nc2ccc3nc(N4CCCCC4)cc(C)c3c2)c(OC)c1 | i | 7 | -3 | i | . | i | -18 | i | i | i | .
CN(C)S(=O)(=O)c1cccc(NC(=S)N2CCCCC2CO)c1 (stereo not drawn) | i | 21 | -4 | i | i | i | -3 | i | i | i | i
CCC(=O)N1CCN(c2nnc(-c3ccccc3)c3ccccc23)CC1 | i | 1 | 1 | i | i | i | -7 | i | i | i | i
O=C(C1CCCN(S(=O)(=O)c2ccccc2[N+](=O)[O-])C1)N1CCN(c2ccccc2)CC1 (stereo not drawn) | i | 3 | -2 | i | i | i | -7 | i | i | i | i
CC(C)(C)Oc1ccccc1Nc1nc(NCCO)nc(N2CCCC2)n1 | i | 0 | 4 | i | i | i | -9 | i | i | i | i
COc1cc(/C=C/c2ccc3cccc(O)c3n2)cc(Br)c1OC | i | 100* | 3 | i | i | i | -5 | i | i | i | i
COc1ccc(CNS(=O)(=O)c2cc(-c3cc(C)no3)ccc2C)cc1OC | i | -1 | 8 | i | i | i | -5 | i | i | i | i
CCC1(C)Cc2c(sc3nc(SCC(=O)O)[nH]c(=O)c23)CO1 (stereo not drawn) | i | 1 | 5 | i | i | i | -7 | i | i | i | i
O=c1c2ccccc2c(/C=N/c2n[nH]c(CCCO)n2)c(O)n1-c1ccccc1Cl | i | 1 | -2 | i | i | i | -18 | i | i | i | i
COc1ccc(C(=O)NC(=S)Nc2ccc(S(=O)(=O)Nc3cc(C)on3)cc2)cc1OC | i | 20 | 0 | i | i | i | -7 | i | i | i | i
COC(=O)C1=C(Nc2ccc(C)cc2)C=C(C)C(C(=O)OC)C1c1ccc(F)cc1 (stereo not drawn) | -10* | 5 | 6 | i | i | i | -16 | i | i | i | i
Cn1cccc1C(=O)NC(=O)COC(=O)CNS(=O)(=O)c1ccc(Br)cc1 | i | 8 | -2 | i | i | i | -13 | i | i | i | i
O=C(NCCCN1CCOCC1)c1ccc(NC(=O)C2COc3ccccc3O2)cc1 (stereo not drawn) | i | 3 | -1 | i | i | i | -9 | i | i | i | i
CCOc1cc(S(=O)(=O)NC2CCCCC2)ccc1F | i | 3 | 0 | i | i | i | -10 | i | i | i | i
CCn1c(SCC(=O)NC2CCS(=O)(=O)C2)nnc1-c1ccccc1 (stereo not drawn) | i | -6 | -2 | i | i | i | -10 | i | i | i | i
CC(=O)C1=C(c2ccccc2)NC(=O)NC1c1cccs1 (stereo not drawn) | i | 8 | 0 | i | i | i | -4 | i | i | i | i
CSc1ncccc1C(=O)N1CCCC(C(=O)c2ccc3ccccc3c2)C1 (stereo not drawn) | i | 16 | 2 | i | i | i | -14 | i | i | i | i
O=C(/C=C/c1ccccc1)c1ccc2c(c1)OCO2 | i | -2 | 2 | i | i | i | -7 | i | i | i | i
Cn1c(N)c(C(=O)COC(=O)c2ccc(Br)o2)c(=O)n(C)c1=O | i | 16 | 4 | i | i | i | -9 | i | i | i | i
COc1cccc(N2CCN(c3cnc4ccccc4n3)CC2)c1 | i | -5 | -4 | i | i | i | -15 | i | i | i | i
CN1CCC(=NOc2ccc([N+](=O)[O-])cc2)CC1 | i | -3 | 7 | i | i | i | -5 | i | i | i | i
Cc1cccc(NC(=S)NC2CCCCC2)n1 | i | -8 | 22 | i | i | i | -6 | i | i | i | i
CCOCCCn1c(SCC(=O)Nc2ccccc2OC)nc2ccccc2c1=O | i | 8 | 1 | i | i | i | -19 | i | i | i | i
Cc1ccccc1NC(=O)C1CCCN1S(=O)(=O)c1cccc2cccnc12 (stereo not drawn) | i | 1 | 5 | i | i | i | -2 | i | i | i | i
CC(C)OCCCNC(=O)[C@H]1N2C(=O)c3ccccc3C2SC1(C)C (stereo partly drawn) | i | -2 | 5 | i | i | i | -7 | i | i | i | i
Cc1ccccc1OC(C)C(=O)Nc1ccc(S(=O)(=O)Nc2nccs2)cc1 (stereo not drawn) | i | 8 | 3 | i | i | i | -11 | i | i | i | i
COc1ccc(N2CCN(C(=O)COC(=O)COc3ccc(C#N)cc3)CC2)cc1 | i | -7 | -1 | i | i | i | -11 | i | i | i | i
COCc1nnc(NS(=O)(=O)c2ccc(NC(C)=O)cc2)s1 | i | 4 | -1 | i | i | i | -4 | i | i | i | i
CCCn1nc(C(=O)Nc2ccc3nc(C)sc3c2)c2ccccc2c1=O | i | 5 | 2 | i | i | i | -12 | i | i | i | i
CCOC(=O)C(=CNc1ccc2c(c1)CCN2C(C)=O)C(=O)OCC | i | -9 | 6 | i | i | i | -16 | i | i | i | i
Cc1cc(C(=O)NC2CCCc3c2cnn3-c2ccc(C(C)(C)C)cc2)n[nH]1 (stereo not drawn) | i | 5 | -4 | i | i | i | -5 | i | i | i | i
Cc1c(CNCC(C)c2ccccc2)c(C(=O)O)c(C)n1Cc1ccccc1 (stereo not drawn) | i | -19 | ? | i | i | i | 4 | i | i | i | i
CCOC(=O)Cn1c(S(=O)(=O)Cc2cccc(F)c2)nc(-c2ccccc2)c1-c1ccccc1 | -11* | -1 | -2 | i | i | i | -7 | i | i | i | i
CCOc1ccc2c(c1)C(c1ccc(C)o1)=NNC(c1ccncc1)=N2 | i | -1 | 7 | i | i | i | -14 | i | i | i | i
CCOc1ccc(OCCC(=O)NNC(=O)c2cc(OC)c(OC)c(OC)c2)cc1 | i | 1 | 3 | i | i | i | -7 | i | i | i | i
CCCNC(=O)c1oc2ccc3c(c2c1C)C(=O)CC(C)(C)O3 | i | 0 | -4 | i | i | i | -13 | i | i | i | i
COc1ccc(CN2CN(S(=O)(=O)c3ccccc3)c3nc4ccccc4nc32)cc1 | i | 25 | 3 | i | i | i | -7 | i | i | i | i
O=C(c1cnn2c(C(F)(F)F)cc(-c3ccccc3)nc12)N1CCOCC1 | i | 7 | 1 | i | i | i | 0 | i | i | i | i
Cc1ccc(-c2ccc(/C=N/N3C(=O)C4C5C=CC(CC5)C4C3=O)o2)c([N+](=O)[O-])c1 (stereo not drawn) | i | -16 | 0 | i | i | i | -7 | i | i | i | i
CN(C)/N=C/C=C1\CC/C(=C\c2ccc(F)c(F)c2)C1=O | i | 0 | 15 | i | i | i | -11 | i | i | i | i
CCc1nc(C)cn1S(=O)(=O)c1ccc(Cl)c(Cl)c1Cl | i | 6 | -2 | i | i | i | -17 | i | i | i | i
O=C(O)C1CCN(C(=O)OCc2ccccc2)CC1 | i | 0 | 4 | i | i | i | -2 | i | i | i | i
CC1(C)OC2C(O1)[C@@H](CO)O[C@H]2n1cnc2c(N)ncnc21 (stereo partly drawn) | i | 2 | -1 | i | i | i | -8 | i | i | i | i
Nc1nnc(SCc2ccccc2)n1-c1ccccc1 | i | -12 | 1 | i | i | i | -7 | i | i | i | i
Cc1cccc(-n2c(O)c(C=NCCCN3CCOCC3)c3ccccc3c2=O)c1 | i | -1 | -5 | i | i | i | -9 | i | i | i | i
CCOC(=O)C(C)Sc1nc(N2CCOCC2)c2c(c1C#N)CC(C)(C)OC2 (stereo not drawn) | i | -1 | 5 | i | i | i | -9 | i | i | i | i
CCN(C(=O)COC(=O)c1c(-c2ccccc2)noc1C)c1c(N)n(Cc2ccccc2)c(=O)[nH]c1=O | i | -1 | -6 | i | i | i | -7 | i | i | i | i
COc1ccccc1NC(=O)c1ccc(CSc2ncccn2)cc1 | i | -4 | -4 | i | . | i | -5 | i | i | i | .
O=C(CN1CCN(C(=O)c2ccco2)CC1)Nc1cc(C(F)(F)F)ccc1Cl | . | -16 | 4 | . | i | . | . | i | . | . | i
COc1ccc2cc3c(N)c(C(=O)N4CCCC4)sc3nc2c1 | i | -6 | 0 | i | . | i | -10 | i | i | i | .
COc1cccc(-c2nc(NC3CCCC3)c3ccccc3n2)c1O | i | 55* | 5 | i | i | i | -8 | i | i | 9* | -13*
COc1ccc([N+](=O)[O-])cc1NC(=O)C1(c2ccc(OC)c(OC)c2)CCOCC1 | i | -4 | 14 | i | i | i | -7 | i | i | i | i
Cc1ccc(-c2nc(NCCCO)c3ccccc3n2)cc1 | i | -7 | -5 | i | i | i | -11 | i | i | i | i
OCCN=C1CCCc2c1[nH]c1ccc(Br)cc21 | i | -2 | 6 | i | i | i | -10 | i | i | i | i
CCCOc1ccc(Oc2ccc(S(=O)(=O)N3CCN(C)CC3)cn2)cc1 | i | -3 | -2 | i | i | i | -11 | i | i | i | i
COc1ccc(CCNC(=O)c2cc(-c3cc(C)c(C)cc3O)n[nH]2)cc1OC | i | -3 | 1 | i | i | i | -5 | i | i | i | i
Oc1ccc(-c2nnc(-c3ccccc3)c(-c3ccccc3)n2)cc1 | i | 0 | 2 | i | . | i | -9 | i | i | i | .

Random draw from the library, and some 6.3% of all compounds hit somewhere here.
